Screening results from PubChem.
Gli-Sufu antag: Gli-Sufu pathway antagonists, primary screen, luciferase luminescence, Sufu-KO-LIGHT cells, uHTS; 0.74% of 340,000 active; inhibition, % at 5 µM; AID 588413, 2011; Sufu-KO-LIGHT fibroblasts, Gli luciferase reporter luminescence;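 active = inhibition above about 55%, limit read from the data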;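 also: 0% = DMSO-treated cells and 100% = wells with medium but no cells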
Mdm2-MdmX inh: inhibitors of human Mdm2-MdmX association, primary screen, cell-based, luminescence, split luciferase, SaOS-2, uHTS | SaOS-2 split-luciferase Mdm2/MdmX complementation | inhibition, % at 8 µM | 3% of 330,000 active;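 active = inhibition of at least 50% at 8 µM in the primary screen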
CCR6 antag: CCR6 receptor antagonists, primary screen, cell-based, CHO-K1, luminescence, beta-arrestin, uHTS; C-C chemokine receptor type 6 (Homo sapiens), P51684; CHO-K1 CCR6 PathHunter beta-arrestin, CCL20-stimulated; inhibition, % at 20 µM; 0.49% of 340,000 active;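 active = compounds whose inhibition of the agonist-driven luminescence signal at 20 µM reaches about 50%, limit read from the data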;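 also: cells stimulated with CCL20 at 14 nM final; plate controls were DMSO with CCL20 for no effect and DMSO without agonist for full effect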
Jurkat NFkB inh: inhibitors of induced NF-kB luciferase reporter, primary screen, TCR NF-kB activation inhibitor project, cell-based, luminescence, uHTS | AID 435003, 2010 | Jurkat, PMA/ionomycin-induced NF-kB luciferase reporter | inhibition, % at 4 µM | 0.53% of 330,000 active; in the data active = inhibition above about 50%
CXCR6 block: CXCR6 receptor inhibitors, primary screen, cell-based, beta-arrestin, luminescence, CHO-K1 PathHunter, 1536-well. C-X-C chemokine receptor type 6 (Homo sapiens), O00574. inhibition, % at 20 µM. 0.36% of 360,000 active; in the data active = inhibition above about 34%, passing the limit was not always enough;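 also: antagonist mode with CXCL16 agonist at 10 nM final; 0% = 10 nM CXCL16 with DMSO and 100% = unstimulated wells without agonist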
Target sequence (O00574 whole entry, looked up): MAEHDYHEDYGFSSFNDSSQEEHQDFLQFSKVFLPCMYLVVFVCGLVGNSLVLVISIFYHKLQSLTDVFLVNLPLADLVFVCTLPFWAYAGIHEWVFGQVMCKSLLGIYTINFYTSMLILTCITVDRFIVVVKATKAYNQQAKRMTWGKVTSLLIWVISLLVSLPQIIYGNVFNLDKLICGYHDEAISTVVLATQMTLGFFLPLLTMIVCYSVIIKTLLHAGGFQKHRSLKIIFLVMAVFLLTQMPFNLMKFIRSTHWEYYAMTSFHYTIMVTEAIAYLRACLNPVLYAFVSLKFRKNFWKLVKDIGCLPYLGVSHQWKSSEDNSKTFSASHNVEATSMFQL
EBI2 block: EBI2 receptor antagonists, beta-arrestin recruitment, primary screen, cell-based, luminescence, 7a,25-OHC stimulation, uHTS; G-protein coupled receptor 183 (Homo sapiens), P32249; inhibition, % at 5 µM; 0.81% of 360,000 active; 7a,25-OHC stimulated; AID 651636, 2012; in the data active = inhibition above about 38%;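 also: enzyme fragment complementation signal reports receptor beta-arrestin coupling in cells; 0% = agonist plus DMSO wells and 100% = wells without agonist; some results beyond the cut were filed as inactive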
Target sequence (P32249 whole entry, looked up, the tested form may be a part): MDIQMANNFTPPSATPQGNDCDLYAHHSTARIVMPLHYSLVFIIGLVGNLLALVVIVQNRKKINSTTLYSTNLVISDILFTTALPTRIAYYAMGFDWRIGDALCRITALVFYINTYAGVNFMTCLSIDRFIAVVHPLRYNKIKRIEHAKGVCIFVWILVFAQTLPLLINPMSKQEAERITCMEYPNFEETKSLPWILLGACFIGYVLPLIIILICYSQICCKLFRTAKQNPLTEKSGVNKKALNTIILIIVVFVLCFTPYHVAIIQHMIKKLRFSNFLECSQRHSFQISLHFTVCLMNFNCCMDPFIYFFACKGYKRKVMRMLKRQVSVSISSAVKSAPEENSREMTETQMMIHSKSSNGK
UPR XBP1 act: activators of adaptive XBP1 UPR arm, primary screen, cell-based, CHO-XBP1 luciferase reporter, luminescence, uHTS; AID 463104, 2010; IRE1-XBP1 UPR activation; percent of tunicamycin response, DMSO as zero; activation, % at 20 µM; 0.33% of 330,000 active;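 active = versus positive control, 20 µM dose yields 30% or more activation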;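 also: 100% = tunicamycin at 10 µg/mL and 0% = DMSO only wells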
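Material: CHO-XBP1 cells stably carrying IRE1-XBP1-driven luciferase reporter / Amount: 1000 cells per well / Compound: 20 µM, 1% DMSO / Times: 6 h treatment, 37 °C / Detection: luciferase luminescence / Measure: % activation of reporter signal versus tunicamycin and DMSO controls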
697 NFkB inh: inhibitors of PMA/ionomycin-induced NF-kB reporter, 697 cells, primary screen, B-cell NF-kB inhibitor project, cell-based, luminescence, uHTS | 0.33% of 330,000 active | inhibition, % at 4 µM | 697 B-cell NF-kB luciferase reporter, 16 h; in the data active = inhibition above about 35%
UPR CHOP act: activators of apoptotic CHOP UPR arm, primary screen, cell-based, CHO-CHOP luciferase reporter, luminescence, uHTS. UPR activation; percent of tunicamycin response over DMSO baseline. activation, % at 10 µM. 0.34% of 330,000 active. AID 449763, 2010;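 active = at 10 µM dose, activation of 40% or more, normalized to positive control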;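 also: 100% = tunicamycin at 10 µg/mL and 0% = DMSO alone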
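Dosing – one dose, 10 µM in 0.5% DMSO · System – CHO-CHOP cells, stable luciferase reporter of PERK-eIF2a-CHOP signalling · Input – 500 cells/well · Control set – tunicamycin 10 µg/mL final as positive, DMSO-only wells as negative · Timing – 6 h compound treatment, 37 °C · Measure – % activation vs tunicamycin · Technique – luminescence read with Steady-Glo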
Numbers without * were called inactive; . = no result given.

SMILES	Gli-Sufu antag	Mdm2-MdmX inh	CCR6 antag	Jurkat NFkB inh	CXCR6 block	EBI2 block	UPR XBP1 act	697 NFkB inh	UPR CHOP act
COC(=O)CSc1nnc(CNC(=O)c2cccs2)n1-c1cccc(C)c1	16.7	.	-11.8	.	5.5	3.0	.	.	.
Cc1cccc(NS(=O)(=O)c2cccc(C(=O)NCCCN3CCOCC3)c2)c1	-1.8	14.8	4.0	-7.3	10.1	-16.4	-1.1	-7.9	0.3
O=C(c1scc2c1CCCC2)N1CCCCC1	-4.5	-11.7	-17.6	1.7	11.1	-4.3	0.0	2.8	0.0
CCCOc1c(Cl)cc(/C=N/O)cc1OCC	-5.7	12.3	2.8	10.7	2.6	11.6	-0.1	0.6	-0.7
CCCn1c(=NC(=O)c2ccco2)c(C(=O)OCC)cc2c(=O)n3ccccc3nc21	-0.6	17.7	-1.2	6.3	6.1	5.3	0.5	-26.8	0.0
CCOc1ccc(C(=O)N2CCN(CC(=O)N3CCCC3)CC2)cc1OCC	-7.3	-21.9	2.7	-7.6	3.3	-4.6	-0.2	19.7	0.6
Cc1cc(NC(=O)NCC(F)(F)F)no1	3.5	-12.7	4.3	-4.6	-1.1	-10.0	-2.5	-29.4	-2.6
CC1CCN(C(=O)c2ccc3c(c2)NC(=O)/C(=C/c2ccccc2)S3)CC1	35.9	19.0	28.4	5.6	0.3	7.0	-5.9	-24.6	-0.2
CCc1c(C)sc(NC(=O)c2cccs2)c1C(=O)OC(C)C	-0.5	11.9	12.1	-13.3	-3.9	-5.5	-1.4	-2.2	0.3
CC(=O)c1cccc(N(CC(=O)Nc2ccccc2F)S(C)(=O)=O)c1	3.9	-1.8	12.9	3.5	1.4	1.9	-3.8	1.5	-0.6
CN(C(=O)CN1C(=O)NC(c2ccccc2)(c2ccccc2)C1=O)C1CCS(=O)(=O)C1 (stereo not drawn)	-5.6	-10.0	-9.2	-3.6	-1.7	-11.0	-2.1	9.1	-0.4
COc1cccc(NC(=O)CSc2nc3ncc(Br)cc3[nH]2)c1	-4.8	44.5	3.9	0.5	-2.7	-5.6	-0.5	-2.4	-1.0
Cc1nnc(NC(=O)CS(=O)(=O)Cc2ccccc2)s1	-3.8	-38.4	6.5	1.0	-5.3	5.7	0.7	-1.2	1.2
CCOc1ccc(C2/C(=C(\O)c3cccc(OC)c3)C(=O)C(=O)N2c2cc(C)on2)cc1OC (stereo not drawn)	17.5	15.1	1.4	12.7	9.0	-13.5	-3.0	17.2	0.5
CC1CCCCC1NC(=O)CN(C)S(=O)(=O)c1cccc2cccnc12 (stereo not drawn)	-3.7	0.7	17.8	2.4	1.7	4.4	-3.1	18.7	-1.5
O=C(NCc1cccnc1)c1c[nH]c2cc3c(cc2c1=O)OCCO3	7.5	7.2	-21.7	13.0	-13.3	0.3	0.5	-16.0	-0.9
COc1ccccc1NC(=S)N(CCCN1CCOCC1)Cc1cccs1	-4.3	-11.5	9.2	-6.7	-3.2	2.5	-1.4	-9.9	0.7
CC(C)(C)N1CC23CCC(C[C@@H]2C1=O)O3 (stereo partly drawn)	-11.3	-8.3	1.0	8.8	1.8	-0.1	-1.8	4.5	1.1
COc1ccc(S(=O)(=O)N(C)CC(=O)Nc2cccc(C(C)=O)c2)cc1Cl	7.1	1.9	-4.2	7.8	4.1	-2.4	0.0	7.9	3.8
O=C(Nc1ccc2oc(-c3ccccc3F)nc2c1)c1ccc([N+](=O)[O-])o1	-8.6	19.6	-13.6	0.7	-19.2	-12.8	8.6	-39.6	4.0
NC(=O)CSc1nc2c(sc(=S)n2-c2ccccc2)c(=O)[nH]1	-22.6	11.9	6.9	6.8	1.7	-3.0	0.0	4.5	-1.7
COc1ccc(C(=O)CSc2nccn2C)cc1	-2.4	-5.8	-2.9	-52.7	-7.7	-9.6	0.7	-46.5	4.7
O=S(=O)(NCCc1ccc(F)cc1)c1ccc(F)cc1Br	0.6	29.5	20.4	.	-5.7	-7.6	2.5	13.9	2.9
COc1cc2c(cc1OC)CN(C1CCC(C(C)(C)C)CC1)CC2 (stereo not drawn)	17.7	.	8.6	.	-6.6	-9.8	.	.	.
N#Cc1c2c(c[nH]c1=O)CCN2Cc1ccccc1	-6.6	-9.7	2.0	-8.0	1.8	1.1	0.5	7.4	-1.0

Molecules listed so far containing bromine (2):
SMILES	Gli-Sufu antag	Mdm2-MdmX inh	CCR6 antag	Jurkat NFkB inh	CXCR6 block	EBI2 block	UPR XBP1 act	697 NFkB inh	UPR CHOP act
COc1cccc(NC(=O)CSc2nc3ncc(Br)cc3[nH]2)c1	-4.8	44.5	3.9	0.5	-2.7	-5.6	-0.5	-2.4	-1.0
O=S(=O)(NCCc1ccc(F)cc1)c1ccc(F)cc1Br	0.6	29.5	20.4	.	-5.7	-7.6	2.5	13.9	2.9

Single values from above:
Reading of Cc1nnc(NC(=O)CS(=O)(=O)Cc2ccccc2)s1 in CXCR6 block: -5.3
Reading of CCCOc1c(Cl)cc(/C=N/O)cc1OCC in 697 NFkB inh: 0.6

Record cards, as listed above:
Listed for COc1cccc(NC(=O)CSc2nc3ncc(Br)cc3[nH]2)c1 : Gli-Sufu antag: -4.8; Mdm2-MdmX inh: 44.5; CCR6 antag: 3.9; Jurkat NFkB inh: 0.5; CXCR6 block: -2.7; EBI2 block: -5.6; UPR XBP1 act: -0.5; 697 NFkB inh: -2.4; UPR CHOP act: -1.0
Listed for Cc1cccc(NS(=O)(=O)c2cccc(C(=O)NCCCN3CCOCC3)c2)c1 : Gli-Sufu antag: -1.8; Mdm2-MdmX inh: 14.8; CCR6 antag: 4.0; Jurkat NFkB inh: -7.3; CXCR6 block: 10.1; EBI2 block: -16.4; UPR XBP1 act: -1.1; 697 NFkB inh: -7.9; UPR CHOP act: 0.3
Listed for CCc1c(C)sc(NC(=O)c2cccs2)c1C(=O)OC(C)C : Gli-Sufu antag: -0.5; Mdm2-MdmX inh: 11.9; CCR6 antag: 12.1; Jurkat NFkB inh: -13.3; CXCR6 block: -3.9; EBI2 block: -5.5; UPR XBP1 act: -1.4; 697 NFkB inh: -2.2; UPR CHOP act: 0.3

Other results.
SMILES	Gli-Sufu antag	Mdm2-MdmX inh	CCR6 antag	Jurkat NFkB inh	CXCR6 block	EBI2 block	UPR XBP1 act	697 NFkB inh	UPR CHOP act
CCOC(=O)N1CCN(C(=O)CN2C(=O)CC(C)(C)S(=O)(=O)c3ccccc32)CC1	-1.2	23.5	4.5	11.0	0.5	-5.6	-4.1	-6.7	1.2
Cc1ccc2nc(SCC(=O)NCc3ccccc3Cl)nc(=O)n2c1	-5.3	-5.6	-1.7	9.3	-7.0	-9.4	-1.6	15.0	1.2
CCOC(=O)C1CCN(C(=O)c2cc3cc4ccc(OC)cc4nc3o2)CC1	-67.9	-14.6	13.7	-52.4	-7.0	12.3	-4.4	-117.8	4.2
CC(C)(C)c1cc(S(=O)(=O)CCc2ccccn2)cc(C(C)(C)C)c1F	-0.7	20.3	10.4	-0.6	-5.1	-9.7	1.2	-20.3	1.9
CCOC(=O)N1CCN(C(=O)c2ccc3c(c2)N=C(CC)c2cc(C)ccc2S3)CC1	17.4	12.2	17.3	3.9	6.4	2.9	-2.2	-24.3	1.2
COc1ccc(OC)c(NC(=O)c2c(NC(=O)c3ccco3)sc3c2CCC3)c1	.	13.2	.	15.3	.	.	3.2	31.9	4.8
Cc1cc(C(=O)Nc2nnc(C3CCCCC3)s2)no1	-12.9	-10.5	-5.3	-7.7	-2.9	-3.4	2.4	-27.0	-0.1
CCOC(=O)c1ccccc1NC(=O)c1cc(S(=O)(=O)N2CCOCC2)ccc1F	9.2	9.4	1.5	3.0	-3.4	5.1	-0.9	-2.1	-1.1
CC(=O)c1ccc(-n2c(CCC(=O)O)ccc2-c2ccc(Cl)cc2)cc1	0.6	-3.7	7.0	-3.7	8.6	-8.3	-5.0	-8.5	2.3
CCCCN1C(=O)C(=O)N(CC(=O)Nc2ccccc2C(=O)OCC)C1=O	4.3	18.4	-1.4	2.9	-1.9	-8.9	-4.6	-9.6	0.2
O=C(c1ccc(CS(=O)Cc2ccc(Cl)cc2)o1)N1CCN(c2ccccc2)CC1 (stereo not drawn)	-0.3	-15.2	7.3	5.7	-5.4	5.2	-5.6	-16.5	-0.5
CC(NC(=O)C12CC3CC(CC(C3)C1)C2)C(=O)N/N=C/C1=C(N2CCOCC2)C(=C\c2cccc([N+](=O)[O-])c2)/CC1 (stereo not drawn)	0.1	13.1	10.3	21.4	12.2	28.4	0.3	-23.6	2.1
CC(NCc1ccncc1)C12CC3CC(CC(C3)C1)C2 (stereo not drawn)	15.8	0.5	-10.1	4.2	-1.3	4.6	-1.9	-9.1	-0.8
NC(=O)C1CCN(c2nc(-c3cccc(N)c3)cs2)CC1	-77.0	-29.6	-3.6	-26.1	3.4	-8.6	4.6	-163.8	5.2
COc1cc(COc2ccc3c(C)c(CCC(=O)O)c(=O)oc3c2)cc(OC)c1OC	23.7	-21.5	-8.1	-6.4	4.0	0.8	-5.8	-35.0	-0.4
Cc1ccc(CN2C(=O)CCC2C(=O)NCc2ccc3c(c2)OCO3)cc1 (stereo not drawn)	-3.0	8.5	-20.6	11.0	8.4	-6.3	-0.7	5.2	-0.9
COc1cc2c(=O)n(CCC(=O)NCC3CCCO3)c(=O)n(CC(=O)Nc3ccc(C)cc3C)c2cc1OC (stereo not drawn)	-9.0	-31.3	7.5	-3.0	-3.9	-4.2	-3.5	-3.0	0.4
COc1ccc(-c2cnc(N)n2C)cc1	-7.2	1.8	13.2	15.5	7.6	5.0	-1.0	16.6	3.2
CC(=O)Nc1ccc(NC(=O)CSc2nnc(-c3ccco3)o2)cc1	4.9	5.8	1.4	2.0	6.8	-9.8	-1.7	8.5	1.8
CN(C(=O)COC(=O)CSCc1cccc(Cl)c1)c1c(N)n(Cc2ccccc2)c(=O)[nH]c1=O	-6.7	11.6	2.1	-15.5	3.2	1.2	0.8	-12.6	-0.6
Cc1ccn2c(CNCc3cnn(C)c3)c(C(=O)N3CCCCCC3)nc2c1	29.7	4.7	20.9	2.7	1.3	-7.0	-3.0	4.1	-0.2
COP(=O)(OC)C(NC(=O)Nc1ccccc1)c1ccccc1 (stereo not drawn)	4.8	1.0	5.3	3.7	2.4	2.4	-1.4	6.3	0.5
COCCn1c(SCC(=O)Nc2cccnc2Cl)nc2ccccc21	-4.3	4.7	7.2	-3.5	1.4	-2.4	-0.4	-3.4	1.6
